BRCT inh green: qHTS Assay for Inhibitors of BRCT-Phosphoprotein Interaction (Green Fluorophore). Breast cancer type 1 susceptibility protein (Homo sapiens), P38398. BRCA1 BRCT-phosphopeptide binding, green fluorescence polarization. Potency, µM (top dose mostly 76.9 µM), for the others: at the highest dose activity change, negative = inhibition, actives largely listed as inhibitors. 0.05% of 75,000 active. AID 875, 2007;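 also: potency is read from the fitted curve at half-maximal effect; plate controls were peptide without protein for full effect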
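Fluorescence polarization: His-tagged BRCT (~35 kDa BRCA1 C-terminus, 250 nM) bound to 100 nM fluorescein-labeled phosphorylated 10-aa BACH1 peptide, pH 7.3 phosphate buffer with DTT and Tween 20. Compounds incubated 12 min at room temperature; inhibition read as lowered polarization.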
HADH2 inhib: qHTS Assay for Inhibitors of HADH2 (Hydroxyacyl-Coenzyme A Dehydrogenase, Type II). 3-hydroxyacyl-CoA dehydrogenase type-2 (Homo sapiens), Q99714. recombinant HADH2, NADH fluorescence, beta-hydroxybutyryl-CoA. Potency, µM (titrated, usually from 57.1 µM), for the others: top-dose activity change, negative = inhibition, hits mostly inhibitors. 3.4% of 73,000 active; also: potency is read from the fitted curve at half-maximal effect; % is scaled to controls: 0 for no effect and ±100 for the full control effect; nearly all actives have a fitted effect of over 60% in size; many of its hits are not listed in these tables
Target sequence (Q99714 whole entry, looked up, one chain of several): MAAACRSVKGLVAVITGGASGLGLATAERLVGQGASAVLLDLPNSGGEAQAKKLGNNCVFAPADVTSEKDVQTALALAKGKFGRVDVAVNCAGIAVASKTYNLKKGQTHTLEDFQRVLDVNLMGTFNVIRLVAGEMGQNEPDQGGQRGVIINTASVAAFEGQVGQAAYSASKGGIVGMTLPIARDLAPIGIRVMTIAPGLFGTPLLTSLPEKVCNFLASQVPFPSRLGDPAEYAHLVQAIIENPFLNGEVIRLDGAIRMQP
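Read-out: 360 nm excitation, 450 nm emission, kinetic over 4 min. Conditions: His-tagged human HADH2 20 nM, pH 9.0 Tris with Tween-20, 1 mM NAD+, 90 uM beta-hydroxybutyryl-CoA.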
CRE-bla Fsk: Cell signaling CRE-BLA (Fsk stim). CHO CRE-bla reporter (cAMP response element driving beta-lactamase), forskolin EC10, beta-lactamase ratio. Potency, µM (doses to about 38.2 µM), without a hit: at the highest dose activity change, negative = inhibition, usual class: activators. 2.5% of 71,000 active. AID 662, 2007; active = well fitted activation curve with a large enough effect in the signal ratio, with a control signal flat, not every such curve was filed as active; inconclusive = small, poorly fitted or top-dose-only effect, or effect the other way, or a change in a side signal; the % refers to the signal ratio; also: potency is read from the fitted curve at half-maximal effect; % of control where 0% means no effect
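Modulation of forskolin signalling: compounds in titration series added with EC10 NKH 477 to CHO cells carrying a CRE-driven beta-lactamase reporter, 3 h, 37C. CCF4 FRET ratio (460/530 nm, ex 405 nm) gives %activity and AC50.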
Hsp90 Hop PPI: qHTS Assay for Disrupters of an Hsp90 Co-Chaperone Interaction. 0.44% of 71,000 active. Hsp90 C-terminal peptide / TPR2A (Hop) interaction, human. Potency, µM (top dose mostly 57 µM), without a hit: top-dose activity change, negative = inhibition. AlphaScreen TPR2A-His6 binding biotin-Hsp90 C-terminal peptide; active = well fitted curve in either direction with a large enough effect; inconclusive = small, poorly fitted or top-dose-only effect, or another doubt; also: potency is read from the fitted curve at half-maximal effect; % is scaled to controls: 0 for no effect and ±100 for the full control effect; many of its hits are not listed in these tables
HBB splicing: qHTS Assay for Modulators of Hemoglobin Beta Chain Splicing. Potency, µM (titrated, usually from 46.1 µM), without a hit: at the top dose activation, usual class: activators. HBB splicing reporter cell assay, activation; EGFP reporter with mutant IVS2-654 intron; response scale: normalised to 500 nM splice-correcting PNA. 0.06% of 65,000 active; also: potency is read from the fitted curve at half-maximal effect; 0% is about no effect
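HeLa cells stably expressing EGFP interrupted by mutant beta-globin intron 2 (IVS2-654), 500/well in 2% FCS. Treated with compound for 2 days at 37C. Splicing correction scored as total well GFP intensity (488 nm excitation, 500-520 nm emission); 500 nM antisense PNA served as control.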
DNA Pol III inh: qHTS Assay for Inhibitors of DNA Polymerase III Holoenzyme System | AID 603, 2007 | 0.25% of 71,000 active | reconstituted DNA polymerase III holoenzyme replication, biochemical | Potency, µM (highest dose often 57.1 µM), inactives show at the top dose activity change, negative = inhibition; also: potency is read from the fitted curve at half-maximal effect; % is scaled to controls: 0 for no effect and ±100 for the full control effect
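Reconstituted *E. coli* holoenzyme (0.35 nM Pol III, 1 nM beta, 154 nM SSB, 2 nM primase) was preincubated with compound for 15 min at RT. Synthesis on 1.4 nM ssM13Gori ran 35 min, then was stopped with PicoGreen/EDTA and read as dsDNA fluorescence.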
Ub-GFP proteasome: Ubiquitin-GFP Assay | Ubiquitin-GFP reporter cells, proteasome inhibition, GFP fluorescence; response scale: untreated = 0%, 10 µM MG-132 = 100% | Potency, µM (highest dose often 45.9 µM), for inactives: at the highest dose activation (GFP accumulation), most hits filed as activators | 67,000 tested, under 10 active | AID 526, 2006; active = well fitted activation curve with a large enough effect, not every such curve was filed as active; inconclusive = small, poorly fitted or top-dose-only effect, or another doubt; inactive = no such curve, though single readings can be large or run the other way; also: potency is read from the fitted curve at half-maximal effect
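Proteasome block read as GFP accumulation: ubiquitin(G76V)-GFP U2OS cells exposed to compound (2.9 nM–46 uM) for 4 hr at 37 C. Normalization used untreated cells as 0% and 10 uM MG-132 as 100%; concentration-response curves fitted.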
USP2a inh: qHTS Assay for Inhibitors of Ubiquitin-specific Protease USP2a; Ubiquitin carboxyl-terminal hydrolase 2 (Homo sapiens), O75604; USP2a enzymatic assay, qHTS inhibition; Potency, µM (top dose mostly 38.3 µM), inactives show at the highest dose activity change, negative = inhibition, usual class: inhibitors; 0.1% of 60,000 active; AID 927, 2007;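 also: potency is read from the fitted curve at half-maximal effect; nearly all actives have a fitted effect of over 60% in size; plate controls were DMSO for no effect and NEM full inhibition control for full effect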
Target sequence (O75604 whole entry, looked up): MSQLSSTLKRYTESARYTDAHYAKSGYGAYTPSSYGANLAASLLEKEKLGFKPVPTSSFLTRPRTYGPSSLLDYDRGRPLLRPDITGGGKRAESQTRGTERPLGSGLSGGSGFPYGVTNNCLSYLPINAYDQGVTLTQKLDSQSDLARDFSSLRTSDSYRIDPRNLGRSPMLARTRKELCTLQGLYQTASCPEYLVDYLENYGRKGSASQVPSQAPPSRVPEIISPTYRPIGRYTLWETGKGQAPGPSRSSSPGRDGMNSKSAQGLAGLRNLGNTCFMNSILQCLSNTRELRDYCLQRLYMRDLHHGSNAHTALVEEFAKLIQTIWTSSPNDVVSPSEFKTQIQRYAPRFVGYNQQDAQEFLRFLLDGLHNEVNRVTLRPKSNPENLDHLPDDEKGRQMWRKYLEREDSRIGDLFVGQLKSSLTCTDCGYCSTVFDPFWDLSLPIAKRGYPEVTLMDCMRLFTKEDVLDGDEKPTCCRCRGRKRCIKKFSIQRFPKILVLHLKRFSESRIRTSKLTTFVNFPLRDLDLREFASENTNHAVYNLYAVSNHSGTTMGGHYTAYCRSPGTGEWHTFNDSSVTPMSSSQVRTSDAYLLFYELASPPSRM
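Coupled readout: USP2-cleaved Ub-PLA2 (20nM final) turns over NBD C6-HPC (20uM final), Ex 460nm/Em 535nm after 2.5 h, time-zero read flagging artifacts. Enzyme (20nM final, pH 8.0 Tris) given 30 min RT with compound first; NEM defines full inhibition.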
15-hLO inh: qHTS Assay for Inhibitors of 15-hLO (15-human lipoxygenase); Polyunsaturated fatty acid lipoxygenase ALOX15 (Homo sapiens), P16050; purified 15hLO-1, xylenol orange hydroperoxide absorbance; Potency, µM (series often up to 57.1 µM), without a hit: at the highest dose activity change, negative = inhibition, usual class: inhibitors; 1.4% of 74,000 active; also: potency is read from the fitted curve at half-maximal effect; % is scaled to controls: 0 for no effect and ±100 for the full control effect; nearly all actives have a fitted effect of over 55% in size
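Readout: Fe(III)-xylenol orange absorbance, 573-to-405 nm ratio as reaction progress. Enzyme 40 nM purified human 15hLO-1, substrate 50 uM arachidonic acid, 6 min RT after 15 min compound preincubation; Hepes pH 7.5 buffer with Triton X-100.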
GFP derepression: qHTS Assay for Epigenetic Modulators; Potency, µM (titrated, usually from 46.1 µM), without a hit: top-dose GFP derepression (activation); 0.09% of 68,000 active; mouse C127i GFP locus derepression, cytometry, 30 h; AID 597, 2007; also: % of control where 0% means no effect
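Locus derepression in mouse mammary C127i cells whose integrated CMV-GFP reporter is normally silent; GFP expression after 30 h compound treatment was quantified by counting fluorescent cells.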
BRCT PPI red: qHTS Assay for Inhibitors of BRCT-Phosphoprotein Interaction (Red Fluorophore); 0.03% of 75,000 active; Breast cancer type 1 susceptibility protein (Homo sapiens), P38398; BRCT-phosphopeptide binding, red fluorescence polarization; Potency, µM (series often up to 76.9 µM), without a hit: at the highest dose activity change, negative = inhibition, hits mostly inhibitors; also: % is scaled to controls: 0 for no effect and ±100 for the full control effect
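Fluorescence polarization: 100 nM His-tagged BRCA1 BRCT with 100 nM TAMRA-labelled phospho-BACH1 decapeptide, phosphate buffer pH 7.3 with 150 mM NaCl, DTT, 0.01% Tween 20; 12 min RT. Binding inhibition seen as FP decrease.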
The depositor's hits bear a star; u = inconclusive; x = no result given; [ ] = remark or other dose. Unless noted, calls follow the shape of the dose curve; as a rule, active = well fitted curve in the direction sought with a large enough effect; inconclusive = small, poorly fitted or top-dose-only effect, or another doubt; inactive = no such curve, though single readings can be large; an effect the other way counts as inactive or inconclusive.

no.	SMILES	BRCT inh green	Hsp90 Hop PPI	15-hLO inh	HBB splicing	USP2a inh	DNA Pol III inh
1	O=c1[nH]c(N2CCCCC2)nc2c1CCCC2	-1.4%	-2%	-13%	3.4%[0.369 µM]	-4%	-4%
2	Cc1nn(C)c(C)c1CN(C)C(=O)c1cnn2c1NC(c1ccccc1)CC2C(F)(F)F (configuration not stated)	-2.4%	-5%	7%	x	11%	3%
3	COc1ccccc1-c1nc(C(N)=O)c2[nH]c(=O)n(-c3cccc(C)c3)c2n1	32%[activator]	-1%	-1%	0.8%	39%[activator]	2%
4	CC(=O)NC1(c2cccc(F)c2)CCN(CC(=O)NC2CCCCC2)CC1	-0.2%	1%	9%	x	6%	-1%
5	CC(=O)N1CCC2(CCCN(Cc3nccs3)C2)CC1	-0.4%	-6%	-2%	1.8%	-1%	-2%
6	Cc1cccc(OCCCCCn2ccnc2)c1	-5.6%	-4%	13%	-3.7%	0%	0%
7	COc1ccccc1OCc1ccc(C(=O)Nc2ccncc2)o1	3.3%	-3%	-1%	0.1%	12%	-8%
8	CCOC(=O)N1CCN(Cc2nc3c(c(=O)n(C)c(=O)n3C)n2Cc2ccccc2C)CC1	3.4%	-1%	12%	5.0%[1.84 µM]	3%	0%
9	CC(C)C[C@H](NC(=O)Nc1ccc(S(N)(=O)=O)cc1)C(=O)O	0.1%	-2%	4%	-3.5%[57.5 µM]	-4%	-4%
10	COC(=O)c1cc(NC(=O)CSc2nc(C)cc(=O)[nH]2)cc(C(=O)OC)c1	1.8%	-6%	0%	-0.1%	1%	0%
11	COCC(=O)N1CCC2(CCCN(c3cccc(-c4ccccc4)c3)C2)CC1	8.9%	-21%	-20%	u	157%[activator]	2%
12	O=c1c(-c2cccs2)nc2cnc(Oc3ccccc3)nc2n1-c1ccccc1	14%	-7%	3%	7.2%	96%[activator]	-10%

no.	Ub-GFP proteasome	CRE-bla Fsk	BRCT PPI red	GFP derepression	HADH2 inhib
1	x	-3%	-0.2%	-2%	3%
2	0%	-12%	1.4%	2%	32%[activator]
3	21%	u	37%[activator]	4%	25µM*
4	0%	-2%	0.9%	1%	6%
5	1%	-23%	0.1%	28%[9.22 µM]	-12%
6	-13%	13%	-0.2%	1%	13%
7	-4%	11%	-0.8%	2%	-2%
8	-4%	u	-1.9%	0%	16%
9	9%	-1%	0.5%	-2%	-8%
10	-6%	5%	-1.5%	2%	9%
11	-3%	11%	-0.1%	-2%[9.22 µM]	-4%
12	-5%	u	0.1%	-5%[9.22 µM]	8%

(next part)
no.	SMILES	BRCT inh green	Hsp90 Hop PPI	15-hLO inh	HBB splicing	USP2a inh	DNA Pol III inh
13	CCOc1cc(NC(=O)c2ccco2)c(OCC)cc1NC(=O)Cc1cccc(OC)c1	0.0%	u	u	x	23%	2%
14	c1ccc(-n2nc3c(ccc4cnnc43)[nH]2)cc1	4.2%	2%	-5%	-0.7%[0.369 µM]	0%	-13%
15	CC(C)(C)CC(C)(C)c1ccc(OCOCCOCCO)c(Cc2cc(C(C)(C)CC(C)(C)C)cc(Cc3cc(C(C)(C)CC(C)(C)C)ccc3OCOCCOCCO)c2OCOCCOCCO)c1	-2.4%[34.4 µM]	u	5%[25.6 µM]	-2.1%[20.6 µM]	190%[activator][17.1 µM]	-5%[25.6 µM]
16	CC(=O)N1CCc2cc(C(=O)CN3CCCCC3)ccc21	-1.7%	-7%	1%	0.1%	x	-8%
17	Cc1csc(NC(=O)CSc2ncnc3c2cnn3-c2ccccc2Cl)n1	3.0%	-4%	-9%	-0.7%[57.5 µM]	x	11%
18	c1ccc(CNc2nc3ccccc3n2CCN2CCOCC2)nc1	-3.6%	-4%	7%	0.7%[0.369 µM]	-9%	1%
19	COc1cc(NC(=O)CN(c2cc(C)cc(C)c2)S(=O)(=O)c2c(C)noc2C)cc(OC)c1	-0.8%	0%	-9%	-0.8%	x	-9%
20	Cc1csc(SCc2nc3sc4c(c3c(=O)[nH]2)CCC4)n1	-0.4%	-1%	1%	-2.2%	-1%	3%
21	O=C(CN1CCN(c2ccc(F)cc2)CC1)Nc1cccc(C(F)(F)F)c1	3.5%	6%	-12%	-0.8%	-6%	-3%
22	CCCc1cc(=O)n2c(nc3ccccc32)[nH]1	0.5%	-7%	0%	0.7%	-7%	2%
23	CN1CCN(C(c2cccnc2)c2ccc3cccnc3c2O)CC1 (configuration not stated)	0.2%	3.2µM*	20%	0.3%[57.5 µM]	5%	-10%
24	O=c1cc(N2CCN(c3cccc(Cl)c3)CC2)[nH]c(=O)n1C1CCCCC1	-0.4%	-3%	2%	-0.9%	-26%	4%

no.	Ub-GFP proteasome	CRE-bla Fsk	BRCT PPI red	GFP derepression	HADH2 inhib
13	-4%	u	-0.9%	-1%	u
14	x	u	-0.8%	0%	226%[activator]
15	-2%[20.5 µM]	7%[17.1 µM]	-1.2%[34.4 µM]	-2%[20.6 µM]	15%[25.6 µM]
16	-4%	3%	-2.4%	x	-7%
17	-2%	-15%	-0.4%	0%	1%
18	-3%	-1%	0.1%	2%	-12%
19	3%	14%	-0.5%	-3%	5%
20	5%	0%	12%	0%	-7%
21	2%	u	-2.5%	2%	5%
22	-1%	u	-0.5%	-1%	u
23	-3%	-4%	0.7%	4%	0%
24	0%	u	-0.9%	0%	15%

The results go on.
no.	SMILES	BRCT inh green	Hsp90 Hop PPI	15-hLO inh	HBB splicing	USP2a inh	DNA Pol III inh
25	O=C(O)C1CCCN(C(=O)NCc2ccccc2)C1 (configuration not stated)	1.4%	0%	5%	-0.2%[57.5 µM]	x	-2%
26	CCOC(=O)CSc1nnc(-c2cccs2)n1-c1ccccc1	-0.9%	-2%	-16%	-0.5%	3%	-4%
27	COc1ccc(-n2nc3cc(C)c(NC(=O)CC(C)C)cc3n2)cc1	-0.8%	-6%[11 µM]	2%[11.4 µM]	0.2%[0.0738 µM]	-7%[7.66 µM]	0%[11.4 µM]
28	Cn1c(=O)n(Cc2ccccc2)c(=O)c2c1nc1n2CCS1	-1.0%	-3%	1%	x	8%	4%
29	CCCCC(=O)Nc1ccc(Br)cc1C(=O)O	-1.5%	-2%	3%	0.9%	-4%	-1%

no.	Ub-GFP proteasome	CRE-bla Fsk	BRCT PPI red	GFP derepression	HADH2 inhib
25	3%	-2%	-1.0%	4%	-2%
26	-12%	5%	-1.1%	-3%	-8%
27	3%[9.17 µM]	u	0.4%	0%	12%[11.4 µM]
28	-5%	u	0.9%	0%	-11%
29	-9%	-5%	0.9%	-2%	16%

A portion of the library; the hit share may differ from the screen's.
